PP5 primary = PP5 (human) phosphatase inhibition; P53041; hit rate 0.18% among 320,000; purified PP5c, OMFP substrate fluorescence; inhibition, % at 6.7 µM;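 active = inhibition above the campaign's mean inhibition across all tested compounds plus 3 SD, cut at about 9.5% in these data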;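 also: 0% = DMSO only and 100% = 100 µM cantharidin control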
Target sequence (P53041 whole entry, looked up): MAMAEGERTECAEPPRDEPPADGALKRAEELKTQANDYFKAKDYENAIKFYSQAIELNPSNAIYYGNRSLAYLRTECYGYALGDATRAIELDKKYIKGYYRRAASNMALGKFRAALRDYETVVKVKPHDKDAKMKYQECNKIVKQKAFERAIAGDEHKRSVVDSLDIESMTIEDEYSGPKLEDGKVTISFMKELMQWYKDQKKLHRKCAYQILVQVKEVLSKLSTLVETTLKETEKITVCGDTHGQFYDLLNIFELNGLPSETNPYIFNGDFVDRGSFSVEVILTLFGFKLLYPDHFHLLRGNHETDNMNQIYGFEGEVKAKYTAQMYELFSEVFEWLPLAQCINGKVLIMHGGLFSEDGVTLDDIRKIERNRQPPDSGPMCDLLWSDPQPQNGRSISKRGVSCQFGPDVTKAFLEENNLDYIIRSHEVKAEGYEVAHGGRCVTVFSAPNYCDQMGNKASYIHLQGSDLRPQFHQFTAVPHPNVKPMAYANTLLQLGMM
HCV core dimer = HCV core protein dimerization inhibition; TR-FRET GST/Flag-core106 dimerization, 1536-well; inhibition, % at 5 µM; hit rate 0.33% among 300,000;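 active = inhibition above the mean of all tested compounds plus 3 SD, set per screening campaign, cut at about 45% in these data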
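assay system = GST-tagged and Flag-tagged HCV core protein residues 1-106 | controls = unlabelled core106 and no-GST-core106 wells | incubation = compound-protein-antibody incubation 4 h at 22.5 °C | probe or stimulus = Eu donor and XL665 acceptor anti-tag antibodies | read-out = % inhibition based on acceptor/donor emission ratio | signal = TR-FRET 671 and 617 nm emission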
proCasp7 act = counter-screen for procaspase-3 activators: activators of human procaspase-7; activation, % at 8.5 µM; recombinant procaspase-7, Ac-DEVD-pNA absorbance 405 nm; D23A/D198A/D206A triple mutant, cannot self-cleave; scale: DMSO 0, 5 µM enzyme 100; hit rate 0.093% among 330,000;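 active = percent activation above the screen-wide mean plus 3 SD, cut at about 25% in these data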
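Test system: Procaspase-7 triple mutant (PC-7 D3A). Also added: Ac-DEVD-pNA substrate, 400 µM as added. Schedule: 1 h enzyme–compound preincubation and 2 h substrate reaction, both 25 °C. Signal: p-Nitroaniline absorbance at 405 nm, read at 0 and 120 min. Control set: low DMSO alone, high DMSO plus 5 µM PC-7.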
JMJD2C inh = inhibitors of human GASC-1 (JMJD2C) demethylase; GST-JMJD2C(1-420) H3K9me3 demethylation, DELFIA europium; hit rate 0.069% among 330,000; inhibition, % at 2.35 µM; Q9H3R0; AID 2099;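 active = more than half of a compound's replicate wells show inhibition beyond 50%, single wells judged on their own value; inconclusive = some, but no more than half, of replicates pass 50% inhibition; inactive = no replicate passes 50% inhibition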;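 also: signal counts dimethyl H3K9 product captured on neutravidin plate; 0% = median of DMSO wells and 100% = 0.3 times that DMSO median; strong numbers were not always called active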
VLA-4 inh = inhibition in a human VLA-4 binding assay; VLA-4 expressing cells, ligand binding flow cytometry; hit rate 0.2% among 330,000; P13612; AID 2557; inhibition, % (about 7 µM as worked out from the volumes in the protocol); in the data active = inhibition above about 50%
Fh CTSL1 inh = counter-screen for PFM18AAP inhibitors: inhibitors of F. hepatica cathepsin L1. recombinant F. hepatica cathepsin L1, Z-Leu-Arg-MCA fluorescence. inhibition, % at 5.96 µM. hit rate 0.49% among 300,000. AID 1906;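 active = inhibition above the mean of all tested compounds plus 3 SD, set per screening campaign, cut at about 17% in these data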;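 also: 0% = plate median of test compound wells and 100% = 1 µM Z-Phe-Ala-diazomethylketone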
proCasp3 act = activators of human procaspase-3 | P42574 | AID 463141 | hit rate 0.11% among 330,000 | activation, % at 8.5 µM | recombinant procaspase-3 D3A, Ac-DEVD-pNA absorbance 405 nm;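 active = activation above the mean of all tested compounds plus 3 SD, cut at about 21% in these data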;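 also: 0% = DMSO alone and 100% = DMSO wells spiked with extra 5 µM PC-3 D3A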
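Assay system: Autoprocessing-dead procaspase-3 D3A mutant enzyme; also added: Ac-DEVD-pNA; doses: one concentration, 8.5 µM nominal, 0.8% DMSO; times: 1 h compound preincubation, 2 h substrate hydrolysis at 25 °C; technique: 405 nm absorbance of p-nitroaniline, reads at 0 and 120 min; measure: % activation between DMSO and enzyme-spiked controls; repeats: single replicate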
PP1 counter = blocks human PP1-alpha phosphatase, a PP5 counter-screen. purified PP1alpha, OMFP fluorescence. inhibition, % at 6.7 µM. hit rate 0.9% among 320,000. AID 2235;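 active = inhibition above the mean inhibition of all tested compounds plus 3 SD, computed separately for each screening campaign, cut at about 15% in these data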
Target sequence (P62136 whole entry, looked up): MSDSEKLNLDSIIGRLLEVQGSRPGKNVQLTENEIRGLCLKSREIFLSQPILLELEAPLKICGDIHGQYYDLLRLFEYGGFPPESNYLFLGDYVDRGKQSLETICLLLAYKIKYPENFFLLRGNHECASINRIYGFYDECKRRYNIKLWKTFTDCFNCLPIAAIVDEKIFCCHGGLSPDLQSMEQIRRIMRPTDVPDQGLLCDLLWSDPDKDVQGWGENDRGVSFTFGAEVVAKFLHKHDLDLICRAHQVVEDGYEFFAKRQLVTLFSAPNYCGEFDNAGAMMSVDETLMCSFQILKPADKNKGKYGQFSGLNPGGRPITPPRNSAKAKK
GRK2 inh = human GRK2 inhibition via aptamer displacement; bead flow cytometry, FAM-aptamer displacement from GRK2; inhibition of aptamer binding, % at 10 µM; hit rate 0.59% among 330,000; AID 488847;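 active = inhibition of aptamer binding above 40%, roughly 3 SD of noise, on plates passing a quality check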;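 also: median bead fluorescence of bound FAM aptamer so fluorescent compounds give negative values; no value below 0 was filed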
Numbers without * were called inactive; ? = inconclusive; · = no result given; & = joins results of further samples.

SMILES	PP5 primary	HCV core dimer	proCasp7 act	JMJD2C inh	VLA-4 inh	Fh CTSL1 inh	proCasp3 act	PP1 counter	GRK2 inh
O=c1ccc(NS(=O)(=O)c2ccccc2)cn1Cc1ccc(Cl)c(Cl)c1	2.6	32	3	0	5	-2	0	1	0
Cc1cccc(NS(=O)(=O)c2cc(C(=O)OCC(=O)Nc3cc(C)on3)ccc2C)c1	1.5	5	2	-23&2	-2	-2	-2	2	5
COc1ccc(-n2c(C)c(C(C)=O)c(C(C)=O)c2C)cc1OC	3.1	3	6	15	0	-3	3	-3	0
COc1cc2c(cc1OC)C(C)N(C(=O)C(NC(=O)c1ccccc1)C(C)C)CC2 (stereo not drawn)	-1.0	2	1	-1	0	4	2	-1	0
COc1ccc(OC(=O)Nc2ccc([N+](=O)[O-])cc2OC)cc1	1.4	-3	-18	-11	1	0	-20	-13	1
O=S(=O)(c1ccccc1C(F)(F)F)N1CCN(S(=O)(=O)c2ccccc2C(F)(F)F)CC1	1.7	4	-1	4	8	2	-1	-1	0
COCC(=O)N(C)C[C@H]1N[C@@](C)(C(=O)OC)[C@H]2C(=O)N(C)C(=O)[C@@H]12	·	·	0	·	29	·	1	·	1
Cc1cc(NC(=O)CSc2nc3sc4c(c3c(=O)n2C)CCCC4)no1	-0.6	4	-2	7	-5	4	5	0	0
Cc1ccc(N(CC(N)=O)C2SC(=O)N(Cc3cccc(C(=O)O)c3)C2=O)cc1 (stereo not drawn)	-0.7	0	-19	-23	11	0	-1	-3	0
COc1ccc(-c2cc(C(=O)Nc3c(C)n(C)n(-c4ccccc4)c3=O)c3ccccc3n2)c(OC)c1	-0.8	3	0	?	8	4	-2	1	0
Cc1ccc(NC(=O)CN(C)CC(=O)Nc2ccccc2-c2ccccc2)cc1	-0.5	3	-2	-4	39	3	5	8	0
COC(=O)[C@@H]1C[C@@]2(O)[C@@H](O)[C@@H](O)[C@@H](O)C[C@H]2N1CC1CCCCC1	2.8	-10	-15	-4	14	1	-1	0	0
CCOC(=O)c1c(S(=O)(=O)NCCc2ccco2)c(C)n(C)c1C	1.5	-4	10	19	3	-9	-6	5	2
NC(=O)c1ccc(SCC(=O)OCC(=O)NCC2CCCCC2)c([N+](=O)[O-])c1	-0.4	-1	-30	-3	16	-9	-42	-2	0
COC(=O)CNC(=O)c1ccc(F)cc1	2.2	-3	0	2	6	0	7	-5	2
CCOc1c(Cl)cc(C(=O)Nc2ccccc2-c2ccccc2)cc1Cl	0.7	9	4	1	1	1	9	3	0
Cc1cccc(N2CCN(C(=O)n3ccnc3)CC2)c1C	2.1	-5	10	7	-2	-2	11	1	0
O=C(NN1C(=O)C2CCCCC2C1=O)c1ccco1 (stereo not drawn)	0.4	-4	-6	-7	1	2	-5	-4	2
Cc1cccn2c(=O)c3cc(C(=O)N4CCN(C(=O)c5ccco5)CC4)n(C)c3nc12	0.4	-1	-1	5	1	3	2	3	3
CC1CCCN(C(=O)C2CCN(c3ncnc4c3nc3n4CCCCC3)CC2)C1 (stereo not drawn)	0.3	6	0	-39	0	-4	7	0	2

Part of the list above in order of SMILES length, falling.
SMILES	PP5 primary	HCV core dimer	proCasp7 act	JMJD2C inh	VLA-4 inh	Fh CTSL1 inh	proCasp3 act	PP1 counter	GRK2 inh
Cc1cccn2c(=O)c3cc(C(=O)N4CCN(C(=O)c5ccco5)CC4)n(C)c3nc12	0.4	-1	-1	5	1	3	2	3	3
CC1CCCN(C(=O)C2CCN(c3ncnc4c3nc3n4CCCCC3)CC2)C1 (stereo not drawn)	0.3	6	0	-39	0	-4	7	0	2
CCOC(=O)c1c(S(=O)(=O)NCCc2ccco2)c(C)n(C)c1C	1.5	-4	10	19	3	-9	-6	5	2

More structures
SMILES	PP5 primary	HCV core dimer	proCasp7 act	JMJD2C inh	VLA-4 inh	Fh CTSL1 inh	proCasp3 act	PP1 counter	GRK2 inh
O=C(Nc1ccc(S(=O)(=O)NCc2ccco2)cc1)c1ccncc1	-0.3	-3	8	3	-3	3	2	-2	2
COc1ccc(C2=[N+]([O-])C(C)(C)N(O)C2(C)C)cc1	2.9	-4	4	-6	8	0	-5	4	4
COc1ccc(NC(=O)CN2CCN(S(=O)(=O)N(C)C)CC2)cc1	1.3	-7	12	-24	29	-1	9	-5	0
CC(C)Cn1c(SCC(=O)Nc2ccc3[nH]c(=O)[nH]c3c2)nc2ccccc2c1=O	-1.2	-5	6	-1	0	-4	-2	0	0
O=C1C=C(c2ccc(CO)cc2)C[C@@H](c2ccc3c(c2)OCO3)C1	1.9	·	1	5	0	·	-3	-6	0
COc1cc(C(=S)N2CCCC2)cc(OC)c1O	-1.0	3	-18	3	-7	-3	5	-3	0
CCOC(=O)c1cccc(NC(=O)CCS(=O)(=O)c2cccc3nsnc23)c1	-1.6	-1	2	-5	3	-33	-1	-4	3
O=C1CCC(C(=O)N2CCC(CO)CC2)CN1Cc1ccc(Cl)cc1 (stereo not drawn)	2.4	4	8	-4	2	-5	-3	1	3
Cc1cccc(OCC(=O)Nc2ccc(C(=O)NCc3cccnc3)cc2)c1	1.3	-4	0	13	0	-1	-1	-3	0
CC1(C)Cc2nc3sc4c(N(CCO)CCO)ncnc4c3cc2CO1	-1.0	1	-7	-6	-11	3	-1	3	6
CCOC(=O)COc1c(Br)cc(C2NC(=O)NC(C)=C2C(C)=O)cc1OC (stereo not drawn)	1.2	1	-3	8	-4	-3	2	2	9
CC(=O)c1cc(F)c(N2CCOCC2)cc1C	2.3	-10	1	·	-7	-3	5	0	0
CCc1ccc(-c2cn3nc(C)c(C)nc3n2)cc1	-2.1	5	-2	-6	-34	4	-2	-2	5
Cc1ccc2nc3c(cc2c1)c(NS(=O)(=O)c1ccccc1)nn3CC(C)C	0.6	-2	10	47	-13	-1	-6	-4	0
O=C(Nc1ccccc1[N+](=O)[O-])c1cccnc1Cl	2.0	7	7	2	5	-2	0	-2	0
O=C(CCC(=O)N1CCN(c2ccccn2)CC1)c1cccs1	·	·	5	-4	3	·	5	·	2
Cn1cc(CNC(=O)C23CC4CC(CC(C4)C2)C3)cn1	1.0	2	-3	5	4	-4	6	-4	0
Cc1ccc(NC(=O)CSC2=C(C#N)C(c3ccc4c(c3)OCO4)CC(=O)N2)cc1C (stereo not drawn)	0.9	3	1	-8	4	1	3	0	2
CCN(CC)S(=O)(=O)c1ccc(N2CCCCC2)c(NC(=O)C2=COCCO2)c1	2.6	11	-4	2	13	0	-5	0	0
Fc1ccccc1/C=C1\CCCC2=C1Nc1nnnn1C2c1ccccc1F (stereo not drawn)	-3.0	15	5	5	6	1	2	0	1
CCCNCc1cc(OC)c(OCC(=O)NCCc2ccccc2)cc1Br	1.3	-9	1	2	-12	-2	2	1	0
N#Cc1ccc(CN2CCN(C(=O)CCNS(=O)(=O)c3ccc(F)c(Cl)c3)CC2)cc1	2.5	·	1	8	-7	·	2	-3	2
O=C(NCCN1CCOCC1)c1cn(-c2ccccc2)nc1-c1cccs1	3.1	-3	-2	-7	16	-3	1	-6	0
Cc1c(CCOC(=O)c2ccc(N3CCOCC3)c([N+](=O)[O-])c2)sc[n+]1CC#N	1.4	3	-13	-1	6	-1	-12	7	0
O=C(CCC(=O)Nc1ccccc1Cl)NNC(=O)NC1CCCCC1	3.5	-1	6	5	-6	-3	6	3	0
CCn1c(Cc2ccccc2)nnc1SCC(=O)Nc1ccc(C)cc1	4.4	-1	6	5	12	-3	8	-1	1
O=C(c1ccc(CS(=O)(=O)c2cccc(C(F)(F)F)c2)o1)N1CCN(c2ccccn2)CC1	1.7	0	-3	2	10	0	-2	5	4
O=C(CNS(=O)(=O)c1c(Cl)cccc1Cl)OCC(=O)N1CCN(c2ccccc2)CC1	3.0	0	3	-2	-1	-45	-1	-3	0
CCCCCC/C=C/c1ccc(OC)c([C@H]2[C@H]3C=CC[C@@H](C)[C@@H]3C(=O)N2Cc2ccccc2)c1	1.4	1	-9	2	2	-5	14	0	1
O=C(/C=C/c1ccccc1F)c1ccoc1	-0.1	2	2	-2	9	1	8	-2	0
CCOC(=O)N1CCN(C(=O)/C(=C/c2ccc(Cl)cc2)NC(=O)c2ccccc2)CC1	1.3	-1	3	2	7	1	-2	1	2
COc1cccc2cc(C(=O)NCc3ccc(Cl)cc3)c(=N)oc12	2.0	7	2	14	6	4	-4	-6	0
Cc1nn(Cc2ccccc2)c(Cl)c1/C=C1\NC(=S)NC1=O	0.1	-2	5	-3	-14	-1	-3	-6	1
Cc1ccc(S(=O)(=O)c2nc(-c3ccco3)oc2SC(C)C)cc1	2.7	11	-4	25	8	-3	3	4	2
O=C(Nc1cccc(S(=O)(=O)N2CCCC2)c1)c1cccc(OC(F)F)c1	4.4	2	-1	-6	1	-2	1	4	0
CCOc1cc2[nH]c(=S)n(C3CC3)c(=O)c2cc1OCC	0.7	-3	-3	-38	4	1	-8	-2	41*
CCCCN1CCc2c([nH]c3c(C)cccc23)C1=O	1.7	-3	0	-1	0	0	6	-5	3
O=C(CN1CCc2ccccc21)NC(=O)NCc1ccccc1	1.2	1	6	-23	3	0	-3	0	42*
CCNC(=O)CC1SC(=Nc2ccccc2C)N(C)C1=O (stereo not drawn)	1.1	-3	-2	4	16	0	-8	0	0
Cc1cc(Cl)c2oc(C(=O)N(C)CCCN3CCOCC3)c(C)c2c1	-0.3	-5	-7	-3	20	0	0	-1	0
O=C(Cc1ccc(S(=O)(=O)N2CCOCC2)s1)Nc1cc(C(F)(F)F)ccc1N1CCCC1	1.8	8	-9	4	-2	4	3	0	2
CCOC(=O)Cn1c(=O)oc2ccc(C)cc21	1.3	-2	9	-13	25	-1	4	2	0
N/C(=N\OC(=O)c1ccc(OCC(F)(F)F)nc1)c1ccc(Cl)cc1	0.4	-1	0	18	7	2	-2	-3	1
O=C(NCCO)c1ccc2[nH]c3c(c2c1)CCCC3	0.8	-11	-5	-2	20	-2	0	-10	0
Cc1cccc(CSCCNC(=O)COc2ccc(Cl)cc2)c1	5.5	-4	11	4	9	-2	-2	7	0
CCNC(=O)CSC1=N/C(=C\c2ccc(O)c(OCC)c2)C(=O)N1c1ccc(OC(F)F)cc1	2.1	16	-13	-14	-7	-2	-3	18*	5
Cc1noc(C)c1C(=O)OCC(=O)N1CCN(S(=O)(=O)c2ccc3ccccc3c2)CC1	-0.6	1	-2	0	4	1	4	-5	0
CN(C)CCCN(Cc1ccccc1)C(=S)Nc1cccc(C(F)(F)F)c1	0.4	-7	-2	-16	11	-2	1	-1	0

High-throughput results from PubChem.

Compounds were not picked by outcome; any-hit rate near 2.6%.
